Screening results (PubChem BioAssay)
CHRM1 antagonist = human M1 muscarinic receptor antagonists, primary screen, CHO-K1 cells, Fluo-8 calcium fluorescence, 1536-well | Muscarinic acetylcholine receptor M1 (Homo sapiens), P11229 | CHO-K1 hM1, ACh EC80 antagonist | inhibition, % at 3 µM | hit rate 1.3% among 360,000 | AID 588852, 2011;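 active = percent inhibition above its own plate's cutoff, namely the mean of that plate's compound wells plus 3 SD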;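 also: peak over basal fluorescence ratio during 140 s after agonist addition; 0% = ACh EC80 plus DMSO and 100% = DMSO alone without agonist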
CHRM5 agonist = human M5 muscarinic receptor agonists, primary screen, CHO-K1 cells, Fluo-8 calcium fluorescence. Muscarinic acetylcholine receptor M5 (Homo sapiens), P08912. hit rate 0.19% among 360,000. CHO-K1 hM5 cells; 0% DMSO wells, 100% maximal acetylcholine response. AID 624037, 2012. activation, % at 3 µM;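 active = activation above the run's mean over test compounds plus 3 SD, cut at about 23% in these data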;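 also: signal is peak over basal fluorescence ratio across the kinetic read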
Target sequence (P08912 whole entry, looked up): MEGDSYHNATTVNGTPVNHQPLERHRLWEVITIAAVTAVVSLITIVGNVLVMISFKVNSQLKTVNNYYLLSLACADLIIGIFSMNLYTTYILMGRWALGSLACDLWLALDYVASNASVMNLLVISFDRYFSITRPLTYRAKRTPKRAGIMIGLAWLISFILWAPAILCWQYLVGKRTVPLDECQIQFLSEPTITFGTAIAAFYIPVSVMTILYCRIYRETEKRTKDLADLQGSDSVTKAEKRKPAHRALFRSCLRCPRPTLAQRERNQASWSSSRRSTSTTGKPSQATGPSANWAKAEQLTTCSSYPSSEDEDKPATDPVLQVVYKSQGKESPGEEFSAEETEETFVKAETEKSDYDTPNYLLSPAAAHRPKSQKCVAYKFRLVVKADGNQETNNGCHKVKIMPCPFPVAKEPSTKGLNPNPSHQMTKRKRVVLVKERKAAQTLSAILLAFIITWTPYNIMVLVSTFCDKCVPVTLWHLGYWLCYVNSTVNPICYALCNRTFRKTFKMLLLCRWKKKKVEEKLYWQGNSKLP
CHRM4 antagonist = human M4 muscarinic receptor antagonists, primary screen, CHO cells, Fluo-8 calcium fluorescence. CHO-hM4 cells, ACh EC80. inhibition, % at 3 µM. Muscarinic acetylcholine receptor M4 (Homo sapiens), P08173. hit rate 0.73% among 360,000;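 active = inhibition above its plate's cutoff, the mean inhibition of sample wells plus 3 SD, cut at about 27% in these data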;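 also: 0% = acetylcholine EC80 with DMSO and 100% = DMSO without agonist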
M5 PAM = human M5 muscarinic receptor positive allosteric modulators, primary screen, CHO-K1 cells, Fluo-8 calcium fluorescence; Muscarinic acetylcholine receptor M5 (Homo sapiens), P08912; CHO-K1 hM5, ACh EC20 PAM; 0% = ACh EC20, 100% = ACh EC100; activation, % at 3 µM; hit rate 0.3% among 360,000; AID 624038, 2012;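 active = activation above the run cutoff, the mean activation of all test compounds plus 3 SD, cut at about 18% in these data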
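Replicates: One well per compound, no replicates | System: Human M5 receptor in CHO-K1 cells | Benchmarks: Low control EC20 acetylcholine (0%), high control EC100 acetylcholine (100%) | Probe or stimulus: Acetylcholine, EC20 level | Times: Fluo-8 loading 80 min at 37 °C plus 30 min room temperature | Signal: Intracellular calcium via Fluo-8 fluorescence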
TAAR1 agonist = human TAAR1 agonists, primary screen, Fluo-8 calcium fluorescence, CHO RD-HGA16 cells; vehicle wells 0%, saturating PEA agonist 100%; AID 624467, 2012; activation, % at 3 µM; hit rate 0.99% among 360,000;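 active = activation above the mean activation of all test compounds in the run plus 3 SD, cut at about 38% in these data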
Target sequence (Q96RJ0 whole entry, looked up): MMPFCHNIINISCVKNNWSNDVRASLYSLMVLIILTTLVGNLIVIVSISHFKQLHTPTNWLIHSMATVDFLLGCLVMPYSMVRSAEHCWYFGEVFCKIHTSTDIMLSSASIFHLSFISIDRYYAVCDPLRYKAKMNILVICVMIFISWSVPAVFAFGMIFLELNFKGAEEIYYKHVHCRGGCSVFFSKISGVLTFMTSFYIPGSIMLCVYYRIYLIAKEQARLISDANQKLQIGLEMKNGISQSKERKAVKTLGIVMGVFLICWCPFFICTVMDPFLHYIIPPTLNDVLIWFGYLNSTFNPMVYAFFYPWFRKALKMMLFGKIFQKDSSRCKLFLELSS
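Test system: RD-HGA16 (CHO) cells co-expressing Gα16 and hTAAR1; dosing: one-point dosing at 3 µM (nominal); timing: 17-24 h seeding, 75 min 37 °C dye, 30 min RT; signal: kinetic Fluo-8 calcium fluorescence; read-out basis: % activation relative to PEA EC100 response; controls: DMSO and PEA EC100; replicates: n 1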
M1 PAM = human M1 muscarinic receptor positive allosteric modulators, primary screen, CHO-K1 cells, Fluo-8 calcium fluorescence, 1536-well; CHO-K1 hM1, ACh EC20; 0% = ACh EC20, 100% = maximal ACh; hit rate 0.088% among 360,000; activation, % at 3 µM; Muscarinic acetylcholine receptor M1 (Homo sapiens), P11229; in the data active = activation above about 19%, passing the limit was not always enough
CHRM1 agonist = human M1 muscarinic receptor agonists, primary screen, Fluo-8 calcium fluorescence, CHO-K1 cells, HTS; Muscarinic acetylcholine receptor M1 (Homo sapiens), P11229; CHO-K1 hM1, agonist mode; 0% DMSO, 100% acetylcholine EC100; activation, % at 3 µM; hit rate 0.33% among 360,000;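 active = activation above the run's mean compound activation plus 3 SD, cut at about 16% in these data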;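 also: peak over basal fluorescence ratio within a 140 s kinetic read after compound addition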
M4 ag = human M4 muscarinic receptor agonists, primary screen, CHO-K1 cells, Fluo-8 calcium fluorescence; AID 624127, 2012; Muscarinic acetylcholine receptor M4 (Homo sapiens), P08173; activation, % at 3 µM; hit rate 0.14% among 360,000; CHO-K1 hM4/Gqi5; vehicle 0%, full acetylcholine response 100%;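 active = activation above the run mean over all test wells plus 3 SD, cut at about 32% in these data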;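 also: peak over basal fluorescence ratio per well then scaled between controls; 0% = DMSO wells and 100% = acetylcholine at EC100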
M5 antag = human M5 muscarinic receptor antagonists, primary screen, CHO cells, Fluo-8 calcium fluorescence. Muscarinic acetylcholine receptor M5 (Homo sapiens), P08912. CHO-hM5 cells, ACh EC80. inhibition, % at 3 µM. hit rate 0.59% among 360,000. AID 624040, 2012;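 active = inhibition above a per-plate cutoff, the mean of that plate's test compounds plus 3 SD, cut at about 27% in these data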;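 also: 0% = acetylcholine EC80 with DMSO and 100% = DMSO without agonist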
Numbers without * were called inactive; · = not tested or not shown. These rows are one share of the data, so the mix of outcomes need not match the whole.

SMILES	CHRM1 antagonist	CHRM5 agonist	CHRM4 antagonist	M5 PAM	TAAR1 agonist	M1 PAM	CHRM1 agonist	M4 ag	M5 antag
C/C(=N/NC(=O)c1ccncc1)c1cc2ccc(O)cc2oc1=O	5	3	5	-1	90*	-6	2	5	-1
Cc1cc(-c2nc(-c3ccc(C(C)(C)C)cc3)no2)no1	-11	2	-4	4	3	6	-2	1	-2
Nc1nc(-c2cccc(Br)c2)cs1	-8	1	-16	1	-1	0	-5	3	-2
COc1ccc([C@@H]2[C@@H]3C(=O)N(C(C)(C)C)C(=O)[C@@H]3[C@]3(CC(C)C)C(=O)N(c4cccc(F)c4)C(=O)N23)cc1	21	-9	-1	2	9	-4	-8	0	16
O=C(NCC1CCCO1)C1CCN(C2CCN(Cc3ccco3)CC2)CC1 (stereo unspecified)	2	-4	-2	-1	2	7	-1	1	17
Cc1ccc2c(c1)C(c1ccccc1)N(C(=O)c1ccc3c(c1)OCO3)CC(=O)N2 (stereo unspecified)	-1	0	5	-2	5	2	-2	4	8
O=C(CCCn1c(=O)oc2ccccc21)NNC(=O)COc1ccc(F)cc1	-4	-1	3	-2	19	3	-5	-1	16
O=C(NCc1nc2ccccc2[nH]1)C1=C[C@H](c2ccc(C(F)(F)F)cc2)C[C@H](OCCCCO)O1	3	0	9	-1	4	0	-6	1	11
Cc1ccc(NC(=O)c2cc(-c3cccs3)on2)cc1C	-15	2	4	2	1	8	-2	0	0
COc1ccc(C(=O)Nc2ccc(Cl)cc2C(=O)NCCO)cc1	-13	0	-2	-5	3	7	-3	2	7
CC(Sc1nnc(Cc2cccs2)n1C1CCCCC1)C(N)=O (stereo unspecified)	-7	0	-8	0	19	8	-3	0	14
Cc1cc(=O)[nH]c(SCC(=O)Nc2nc3c(s2)CCCC3)n1	2	2	10	1	2	2	-3	-1	-1
COc1ccc(CCNC(=O)C2CC(=O)N(c3ccccc3)C2)cc1OC (stereo unspecified)	-10	-7	1	-5	3	6	-2	0	1
CS(=O)(=O)N(CCC#N)Cc1ccco1	2	-3	3	9	6	-3	-5	1	2
CCOc1cc(C(=O)OCC(=O)Nc2ccc(F)cc2Cl)ccc1OCC(=O)N1CCOCC1	-11	-2	-7	-3	2	9	-2	0	8
Clc1ccc(/C=C\c2nccc3c2[nH]c2ccccc23)cc1	7	-6	-21	-12	7	-4	-5	2	-4
CC(C)c1ccc(NS(=O)(=O)c2ccc(Cl)nc2)cc1	-1	-1	-1	-7	27	-7	3	1	-2
COc1ccc(C(CNC(=O)Cc2ccc3ccccc3c2)N(C)C)cc1 (stereo unspecified)	-11	-4	-1	0	4	5	-11	2	6
COc1ccc(C(C)=O)cc1COC(=O)c1ccc(S(=O)(=O)N(C)C)cc1	-6	-1	3	-1	1	0	-2	6	-6
NC(=O)COc1c(-c2ccco2)oc2ccccc2c1=O	-3	3	3	6	1	8	-1	3	6
CC(=O)c1cc(Cl)ccc1OCc1cccc(S(=O)(=O)N2CCOCC2)c1	31*	3	-6	-18	14	-16	3	23	10
NC(=O)c1ccc(-c2noc(-c3ccccc3F)n2)cc1	-9	-1	1	6	12	7	-2	1	6
CN1C(=O)C(C(=O)NC(C)(C)C)C2c3ccccc3OC13CCCCC23 (stereo unspecified)	6	0	11	-3	14	-2	-6	-1	2
Cc1ccc(C)c(NC(=O)c2nnn(Cc3ccccc3)c2N)c1	1	1	-3	3	13	7	0	3	0
O=c1c(Cl)c(NCc2ccccc2Cl)cnn1C12CC3CC(CC(C3)C1)C2	-8	2	6	4	9	7	-1	0	1

More compounds follow.
SMILES	CHRM1 antagonist	CHRM5 agonist	CHRM4 antagonist	M5 PAM	TAAR1 agonist	M1 PAM	CHRM1 agonist	M4 ag	M5 antag
CC(=O)N1c2ccc(S(=O)(=O)N3CCC(C(=O)Nc4ccc(F)cc4)CC3)cc2CC1C (stereo unspecified)	14	-2	2	-11	6	-8	-1	7	23
Cc1cccc(-c2noc(-c3csc([C@@H]4C[C@H](O)[C@@H](CO)O4)n3)n2)c1	-17	1	-15	-10	4	21	4	7	29*
CC(=O)CSc1ccc(-c2nc3cc(C)c(C)cc3[nH]2)cn1	-1	-1	-4	-8	7	2	-4	6	11
O=C(N/N=C/c1ccc([N+](=O)[O-])o1)c1ccccc1NS(=O)(=O)c1cccs1	-5	-1	-8	-2	3	3	-1	1	6
Cc1ccsc1C(=O)Nc1cccc(S(=O)(=O)N(C)C)c1	1	0	8	1	5	-4	-6	1	7
CCNc1nc(Cl)nc(NCCOc2ccc(C)cc2)n1	1	-1	-29	1	4	0	-4	0	-8
O=C(CC1SC(=O)NC1=O)Nc1ccc(Cl)cc1 (stereo unspecified)	-5	1	1	-5	2	9	-2	1	-3
CCOc1ncccc1C(=O)OCC(=O)Nc1c(C)cc(C)cc1C	-4	3	10	-5	-1	7	0	0	5
CCOC(=O)C1CCN(C(=O)c2c(C)oc3c2C(=O)c2ccccc2C3=O)CC1	6	3	5	-5	2	-5	-11	4	4
COc1ccc(Nc2nc3ccccc3c(=O)[nH]2)cc1	10	2	-2	1	2	-2	-1	1	9
CCOC(=O)c1ccc(NC(=O)CSc2nnc(-c3cccs3)n2C)cc1	-27	3	-9	21*	6	10	-2	2	-8
Cn1nc(C(C)(C)C)cc1N1C(=O)CCC1(C)C(=O)NC1CCCCC1 (stereo unspecified)	9	1	-2	1	1	-4	-4	0	-1
Cc1ccc(CN2C(=O)CCC2C(=O)NCc2cccnc2)cc1 (stereo unspecified)	-8	1	-4	3	7	10	-2	0	1
COc1cccc(Nc2nc(N)c([N+](=O)[O-])c(NCc3ccccc3)n2)c1	7	1	-8	-4	7	-1	-2	-1	4
O=C1CC(c2ccccc2)NC(=S)N1 (stereo unspecified)	-10	0	4	2	-1	7	-3	0	1
CCc1ccc(NC(=O)COC(=O)CCCC2=NS(=O)(=O)c3ccccc3N2)cc1	-4	-4	2	2	6	9	-5	0	6
COc1ccc(C(=O)OCCNC(=O)c2c(Cl)nc3ccccn23)cc1	3	3	-1	-10	11	-1	-1	10	6
CCn1c(=O)c(-c2cc(=O)[nH][nH]2)c(O)c2ccccc21	-5	-1	0	5	10	11	-8	1	2
N/C(=N\O)c1ccc(N2CCN(c3ncccc3C(F)(F)F)CC2)nc1	17	5	7	-10	10	-9	1	18	9
FC(F)(F)c1ccccc1NC(=S)N1CCCCCC1	-1	-4	7	-1	4	2	-2	0	4
CCOC(=O)/C=C1/SCC(=O)N1CC(=O)NC12CC3CC(CC(C3)C1)C2	-24	-1	-12	3	2	13	-1	0	18
O=[N+]([O-])c1cccnc1NCCc1c[nH]c2ccccc12	1	-5	-6	-5	-1	1	-4	1	8
CC(CN1CCCCC1)OC(=O)COc1ccc(Br)cc1 (stereo unspecified)	22	0	4	6	3	-10	0	1	-11
CCOc1ccc(CCNC(=O)CSc2cc(=O)n(C)c3ccccc23)cc1OCC	-14	-4	0	8	3	9	-12	-1	-11
O=C1/C(=C/c2ccc(O)cc2)SC(=S)N1Cc1cccnc1	11	0	14	-4	5	-9	-2	0	12
CCCS(=O)(=O)c1nc(S(=O)(=O)c2ccc(Cl)cc2)c(N2CCC(O)CC2)s1	-19	-2	-3	-4	3	6	-2	5	-5
COc1ccc(/C=C(\C#N)C(=O)OC2CCOC2=O)cc1 (stereo unspecified)	-6	-2	-2	5	6	9	-3	1	6
COc1ccc(N2CCN(C(=O)C(=O)c3cccc([N+](=O)[O-])c3)CC2)cc1	·	1	0	-9	-1	·	·	8	16
O=C(c1ccc2c(c1)OCO2)N1CCc2ccccc21	-9	-5	2	2	2	5	-8	1	7

13 of the compounds above, with values under each structure.
Every second line gives: CHRM1 antagonist | CHRM5 agonist | CHRM4 antagonist | M5 PAM | TAAR1 agonist | M1 PAM | CHRM1 agonist | M4 ag | M5 antag
- COc1ccc(C(=O)OCCNC(=O)c2c(Cl)nc3ccccn23)cc1
→ 3 | 3 | -1 | -10 | 11 | -1 | -1 | 10 | 6
- CCn1c(=O)c(-c2cc(=O)[nH][nH]2)c(O)c2ccccc21
→ -5 | -1 | 0 | 5 | 10 | 11 | -8 | 1 | 2
- N/C(=N\O)c1ccc(N2CCN(c3ncccc3C(F)(F)F)CC2)nc1
→ 17 | 5 | 7 | -10 | 10 | -9 | 1 | 18 | 9
- FC(F)(F)c1ccccc1NC(=S)N1CCCCCC1
→ -1 | -4 | 7 | -1 | 4 | 2 | -2 | 0 | 4
- CCOC(=O)/C=C1/SCC(=O)N1CC(=O)NC12CC3CC(CC(C3)C1)C2
→ -24 | -1 | -12 | 3 | 2 | 13 | -1 | 0 | 18
- O=[N+]([O-])c1cccnc1NCCc1c[nH]c2ccccc12
→ 1 | -5 | -6 | -5 | -1 | 1 | -4 | 1 | 8
- CC(CN1CCCCC1)OC(=O)COc1ccc(Br)cc1 (stereo unspecified)
→ 22 | 0 | 4 | 6 | 3 | -10 | 0 | 1 | -11
- CCOc1ccc(CCNC(=O)CSc2cc(=O)n(C)c3ccccc23)cc1OCC
→ -14 | -4 | 0 | 8 | 3 | 9 | -12 | -1 | -11
- O=C1/C(=C/c2ccc(O)cc2)SC(=S)N1Cc1cccnc1
→ 11 | 0 | 14 | -4 | 5 | -9 | -2 | 0 | 12
- CCCS(=O)(=O)c1nc(S(=O)(=O)c2ccc(Cl)cc2)c(N2CCC(O)CC2)s1
→ -19 | -2 | -3 | -4 | 3 | 6 | -2 | 5 | -5
- COc1ccc(/C=C(\C#N)C(=O)OC2CCOC2=O)cc1 (stereo unspecified)
→ -6 | -2 | -2 | 5 | 6 | 9 | -3 | 1 | 6
- COc1ccc(N2CCN(C(=O)C(=O)c3cccc([N+](=O)[O-])c3)CC2)cc1
→ · | 1 | 0 | -9 | -1 | · | · | 8 | 16
- O=C(c1ccc2c(c1)OCO2)N1CCc2ccccc21
→ -9 | -5 | 2 | 2 | 2 | 5 | -8 | 1 | 7
